Screening results deposited in PubChem BioAssay by several laboratories.
PG9 Ab binder – binders of HIV-1 gp120 antibody PG9, primary screen, biochemical, TR-FRET. TR-FRET gp120-PG9 antibody binding. inhibition, % at 6.7 µM. 360,000 compounds, 0.43% hits. AID 624416, 2012; in the data active means inhibition above about 8.5%
HTRA1 inhibitor – HTRA1 serine protease inhibitors, primary screen, biochemical, fluorescence polarization, HTS; inhibition, % at 5.96 µM; 340,000 compounds, 0.5% hits; recombinant HTRA1, FP-rhodamine activity-based probe; in the data active means inhibition above about 36%;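 further: 0% = enzyme with DMSO and 100% = wells lacking enzyme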
rCAG binder – binders of r(CAG) RNA repeats, primary screen, biochemical, fluorescence | r(CAG) RNA repeat, TO-PRO-1 dye displacement fluorescence | inhibition, % at 3 µM | 370,000 compounds, 1.3% hits | AID 651821, 2012;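 active means inhibition above the plate cutoff, the mean of all test compounds on that plate plus 3 SD, cut at about 35% in these data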;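 further: 0% = DMSO alone and 100% = 100 µM mitoxantrone as full dye displacement; higher means more dye released from RNA so lower well fluorescence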
mABHD4 FP – ABHD4 inhibitors, primary screen, biochemical, fluorescence polarization, mouse | 370,000 compounds, 0.54% hits | (Lyso)-N-acylphosphatidylethanolamine lipase (Mus musculus), Q8VD66 | inhibition, % at 8.92 µM | purified mABHD4, FP-Rh probe fluorescence polarization;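 active means inhibition exceeding the mean over every tested compound plus 3 SD, cut at about 30% in these data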;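 further: 0% = plate median of compound wells and 100% = S159A mutant with DMSO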
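Test system: mABHD4 protein; Read-out basis: % inhibition; Incubation: 45 min + 60 min at 25 °C; Repeats: single replicate; Technique: fluorescence polarization with parallel and perpendicular emission, 525/598 nm; Compound: 8.92 µM, single dose; Benchmarks: full inhibition S159A mutant plus DMSO, zero as sample-well median.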
Rev-erbA mod – modulators of Rev-erb alpha DNA binding, primary screen, biochemical, FITC-DNA, fluorescence polarization, uHTS | Nuclear receptor subfamily 1 group D member 1 (Homo sapiens), P20393 | Rev-erbα–FITC-DNA binding, 90 min | activity, % at 10 µM | 370,000 compounds, 0.79% hits | AID 1259318, 2017;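 active means activity above about 14%, limit read from the data; passing the limit was not always enough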;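 further: 0% = DMSO wells with 35 nM protein and 100% = DMSO wells with 750 nM protein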
TCR CD3 inh – inhibitors of human TCR-CD3 interaction, primary screen, biochemical, fluorescence, TAMRA-labeled TCR probe. T-cell receptor (TCR). inhibition, % at 9.4 µM. 360,000 compounds, 0.37% hits. AID 651800, 2012; in the data active means inhibition above about 19%;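 further: recombinant mutant TCR 2C K166C tagged with TAMRA read by polarization; 0% = receptor in buffer alone and 100% = receptor with positive control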
TDP2 absorb – human TDP2 enzyme inhibitors, primary screen, biochemical, epi absorbance, recombinant enzyme. inhibition, % at 12.8 µM. T5PNP hydrolysis, p-nitrophenol absorbance 415 nm. 370,000 compounds, 0.34% hits;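 active means inhibition above the mean of all tested compounds plus 3 SD, set per campaign, cut at about 25% in these data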;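 further: 0% = DMSO with enzyme and 100% = buffer with substrate but no TDP2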
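Incubation: 2 h at 37 °C; Test system: recombinant human TDP2; Quantity: enzyme 120 nM; Read-out basis: percent inhibition; Medium: 50 mM Tris-HCl pH 7.5 with Mg2+, KCl, DTT, BSA; Repeats: single replicate; Compound: 12.8 µM single point, 1% DMSO; Signal: epi absorbance; Reagent: 5 mM T5PNP chromogenic substrate; Benchmarks: no-enzyme high, DMSO-plus-enzyme low.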
PRMT1 inh – PRMT1 methyltransferase inhibitors, primary screen, biochemical, fluorescence polarization | inhibition, % at 2.79 µM | recombinant PRMT1, activity-based probe fluorescence polarization | Protein arginine N-methyltransferase 1 (Homo sapiens), Q99873 | 370,000 compounds, 1.3% hits;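 active means inhibition above about 21% made by adding two undisclosed values, limit read from the data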
Target sequence (Q99873 whole entry, looked up): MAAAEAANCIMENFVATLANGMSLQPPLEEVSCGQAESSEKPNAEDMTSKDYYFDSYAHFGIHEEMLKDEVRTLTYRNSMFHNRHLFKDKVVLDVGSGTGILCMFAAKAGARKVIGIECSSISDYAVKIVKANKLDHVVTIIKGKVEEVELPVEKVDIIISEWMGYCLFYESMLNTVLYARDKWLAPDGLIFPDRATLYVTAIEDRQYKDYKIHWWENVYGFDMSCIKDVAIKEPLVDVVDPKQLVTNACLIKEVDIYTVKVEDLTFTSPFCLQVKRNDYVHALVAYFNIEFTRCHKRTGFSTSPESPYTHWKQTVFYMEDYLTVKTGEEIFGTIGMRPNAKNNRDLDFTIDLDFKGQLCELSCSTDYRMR
SIAE inh – human SIAE inhibitors, primary screen, biochemical, fluorescence polarization, FP-Rh probe, 1536-well HTS. 370,000 compounds, 0.69% hits. SIAE FP-Rh probe binding. inhibition, % at 9.66 µM. Sialate O-acetylesterase (Homo sapiens), Q9HAT2. AID 1053197, 2014;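 active means inhibition above a cutoff: mean of compounds within the control limits plus 3 SD of those, cut at about 17% in these data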;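 further: 0% = plate median of compound wells and 100% = probe without SIAE protein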
Target sequence (Q9HAT2 whole entry, looked up): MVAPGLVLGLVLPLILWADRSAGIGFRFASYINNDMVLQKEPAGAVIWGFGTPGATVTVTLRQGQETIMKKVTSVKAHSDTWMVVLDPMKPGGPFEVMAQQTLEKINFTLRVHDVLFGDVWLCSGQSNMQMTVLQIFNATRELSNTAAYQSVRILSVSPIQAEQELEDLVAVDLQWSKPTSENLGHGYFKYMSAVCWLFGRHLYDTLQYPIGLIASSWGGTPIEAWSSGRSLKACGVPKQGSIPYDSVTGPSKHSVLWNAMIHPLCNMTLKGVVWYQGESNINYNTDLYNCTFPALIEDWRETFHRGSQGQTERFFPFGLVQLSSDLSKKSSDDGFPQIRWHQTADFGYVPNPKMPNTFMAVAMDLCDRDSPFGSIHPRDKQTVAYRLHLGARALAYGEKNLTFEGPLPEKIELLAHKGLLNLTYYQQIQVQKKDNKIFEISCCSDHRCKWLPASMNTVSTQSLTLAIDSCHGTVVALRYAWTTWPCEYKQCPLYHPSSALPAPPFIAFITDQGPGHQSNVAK
LEDGF integ inh – blockers of LEDGF/p75-dependent integrase strand transfer – biochemical, TR-FRET, high throughput, primary screen; inhibition, % at 3.7 µM; TR-FRET IN-LEDGF/p75 DNA integration, Eu/Cy5; 370,000 compounds, 0.64% hits; HIV-1 integrase (with human LEDGF/p75); AID 743269, 2014;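 active means inhibition above the screen-wide mean plus 3 SD, cut at about 13% in these data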;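 further: signal is the Cy5 over europium emission ratio at 671 and 618 nm; 0% = plate median of compound wells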
Starred values were filed as active, the others as inactive; · = no result given. Some of the compounds tested, so the mix of outcomes need not match the whole.

The first two records (preview)
structure	HTRA1 inhibitor	LEDGF integ inh	PRMT1 inh	TDP2 absorb	Rev-erbA mod	rCAG binder	SIAE inh	TCR CD3 inh	PG9 Ab binder	mABHD4 FP
CCN(CC)C(=O)C1CCCN(C(=O)c2oc3ccc(C)cc3c2C)C1 (configuration not stated)	2	2	-1	-9	1	-9	1	0	-3.0	3
Cc1cn(CCOc2ccc(Cl)cc2)c(=O)[nH]c1=O	4	-3	-2	1	-4	-1	-8	1	-2.2	-3

The whole of this part, repeating the preview:
structure	HTRA1 inhibitor	LEDGF integ inh	PRMT1 inh	TDP2 absorb	Rev-erbA mod	rCAG binder	SIAE inh	TCR CD3 inh	PG9 Ab binder	mABHD4 FP
CCN(CC)C(=O)C1CCCN(C(=O)c2oc3ccc(C)cc3c2C)C1 (configuration not stated)	2	2	-1	-9	1	-9	1	0	-3.0	3
Cc1cn(CCOc2ccc(Cl)cc2)c(=O)[nH]c1=O	4	-3	-2	1	-4	-1	-8	1	-2.2	-3
CC(C)NC(=O)CSc1nnc(-c2ccc(F)cc2)c2ccccc12	-6	3	-3	24	·	1	0	3	-0.3	0
COc1cccc(CN(C)C(=O)C2CCC(=O)N(Cc3cccc(F)c3)C2)c1 (configuration not stated)	9	-7	3	-7	3	-6	-5	-1	1.8	7
Cc1ccc(S(=O)(=O)Nc2nc3ccccc3nc2NCC2CCCO2)cc1 (configuration not stated)	-5	7	-4	7	2	31	-4	1	-0.5	-1
CCN1C(=S)N[C@@H](c2cccs2)C(C(=O)OC)=C1C	-7	-3	0	-1	-5	-1	2	3	-1.1	1
OC(CNCc1ccco1)Cn1c2ccccc2c2ccccc21 (configuration not stated)	-8	4	-8	-20	2	-4	-3	4	-1.4	-5
Cc1ncc(COCc2ccccc2)c(CO)c1OCc1ccccc1	-2	1	0	2	11	1	14	5	-0.6	-2
COc1cc(OC)c(-c2nc3cnccc3n2C)cc1OC	5	-5	-3	-5	0	-2	5	8	-1.2	2
CC(NC(=O)C(c1ccccc1)c1ccccc1)C(=O)O (configuration not stated)	2	2	3	4	1	-1	-1	3	0.4	6
COc1ccccc1CNC(=O)CSc1ccc(Br)cc1	-5	-2	3	3	0	-8	-2	-2	0.1	0
COc1ccc(COC(=O)C2CCN(S(=O)(=O)c3ccc(F)cc3)CC2)cc1	-10	-1	1	-4	1	-7	-3	-3	-1.3	-3
Cc1ccc2nc(-c3ccc(NC(=S)NCCC(C)C)cc3)sc2c1	-8	2	2	-3	-2	2	2	3	1.5	3
CC1(c2ccc(OC(F)F)cc2)NC(=O)N(CC(=O)Nc2cccnc2Cl)C1=O (configuration not stated)	-2	1	-3	-17	4	4	-8	7	0.8	-10
COC(CNC(=O)c1cc(Sc2nnc(C)s2)nc2ccccc12)OC	2	0	-2	11	-9	-2	5	7	-0.4	-2
CCOc1cc(CNCc2ccc3c(c2)OCO3)ccc1OC	-5	-5	-1	1	4	-1	-1	7	-1.3	3
COC(=O)[C@@]1(Cc2ccccc2)[C@H]2C(=O)N(C)C(=O)[C@H]2[C@H]2CN(C)C(=NCc3ccccc3)N21	1	-3	1	7	4	-1	3	7	-0.1	0
CCN(CC)CCCNC(=O)CN1C(=O)CSc2ccc(S(=O)(=O)N3CCOCC3)cc21	3	-2	-3	10	0	0	8	7	-1.3	2
CC(=O)OCc1c(-c2ccccc2)c2cc([N+](=O)[O-])ccc2n1C	-19	4	4	-19	8	6	-10	3	-2.0	-9
CNc1nc2c(Cl)cc(Cl)cc2s1	-4	1	-6	-8	-2	1	-2	4	-0.6	-3
Cc1cc(C(=O)OCC(=O)NC2CCCCC2)c(C)o1	2	2	-3	9	2	-7	-3	4	0.4	-5
COCCOC1CCN(C(=O)C2CCC(=O)N(Cc3cccc(F)c3)C2)CC1 (configuration not stated)	9	-4	-2	-15	2	-4	3	0	0.6	1
COc1ccccc1Nc1nc(N)nc(-c2cc3ccccc3o2)n1	-73	3	-2	-12	1	24	-12	1	-3.9	22
COc1ccc(Cl)cc1NC(=O)CN1C(=O)CCS(=O)(=O)c2ccccc21	5	0	1	8	-4	3	5	2	-0.6	0
CC1CCN(Cc2nc(Cl)c3c4c(sc3n2)CCC4)CC1	6	1	0	6	-4	-10	0	0	-1.2	4
NCCCCCc1cn([C@@H](CCC(=O)O)C(=O)NCCCCCCCCCCC(=O)N2CCNCC2)nn1	3	0	3	4	-2	-4	-4	-4	-0.6	7
CCCCOC(=O)c1ccc(NC(=O)c2nn(C)cc2Br)cc1	-91	-2	0	-11	-4	12	-15	-1	0.1	-43
CCN1C(c2ccc(F)cc2)=CS/C1=C(\C#N)c1nnc2n1-c1ccccc1SC2	-7	-1	1	-16	-1	-1	1	0	-0.1	-1
NC(=O)C1(N2CCCCC2)CCN(C2CC(=O)NC2=O)CC1 (configuration not stated)	-3	2	15	6	0	2	2	-1	-1.1	4
COc1ccc(/C=C2\SC(=S)N(CC(=O)Nc3nnc(C)s3)C2=O)cc1	-1	-7	6	-6	-2	5	13	1	-0.4	4

Following part
structure	HTRA1 inhibitor	LEDGF integ inh	PRMT1 inh	TDP2 absorb	Rev-erbA mod	rCAG binder	SIAE inh	TCR CD3 inh	PG9 Ab binder	mABHD4 FP
Cc1n[nH]c(=S)n1-c1ccccc1	4	4	1	-24	2	-1	1	-7	-0.2	-3
CCOC(=O)C1(Cc2cccc(Cl)c2)CCCN(C(=O)CN2C(=O)CSC2=O)C1 (configuration not stated)	0	3	-1	6	-2	0	11	4	-1.5	0
COc1ccc(NC(=O)CN(C)C(=O)c2cccc(Oc3ccccc3)c2)cc1	-11	-7	2	-1	1	3	4	-6	1.0	-3
CC(C)(C)c1ccc(C(=O)NCCN2CCOCC2)cc1	7	-4	3	5	-8	-4	-5	0	0.4	-1
CCCCCCCCOc1ccc(C2CC(=O)NC2=O)cc1 (configuration not stated)	-16	1	0	-9	5	0	0	1	-3.1	-13
O=C(N/C(=C\c1cccc([N+](=O)[O-])c1)C(=O)N1CCCCC1)c1cccs1	8	-2	4	-6	-1	-2	4	-5	-0.2	4
COc1ccccc1CNC(=O)c1nn(-c2ccc(C)cc2)c(=O)c2c1c1ccccc1n2C	2	-1	0	9	-1	6	1	-2	0.6	3
CCN(CC(=O)Nc1c(F)cccc1F)C(=O)c1cccnc1Sc1ccccc1	-1	5	-5	-5	0	-4	-4	-11	0.2	-10
OCCC1CN(Cc2ccc(Oc3ncccn3)cc2)CCN1Cc1ccc(F)c(F)c1 (configuration not stated)	3	3	-5	5	3	0	-2	7	0.2	-4
O=C(Cn1ncn2nc(-c3ccccc3)cc2c1=O)NCc1ccccn1	8	1	-3	11	-6	0	6	6	1.6	0
COCCNC(=O)[C@@H]1CSC2c3ccccc3C(=O)N21 (some centres not stated)	-2	-3	5	3	-3	0	-2	-9	0.7	3
N#CCC(=O)N/N=C/c1c2ccccc2cc2ccccc12	-1	4	4	-1	-6	11	0	4	-8.4	7
Cc1ccc(CNC(=O)c2ccc(N3CCC4(CC3)CC(c3cccc(Br)c3)=NO4)c(NC(=O)c3ccc(Cl)c([N+](=O)[O-])c3)c2)cc1	-18	-2	-1	5	-1	7	-13	1	-0.7	1
Cc1nc(SCC(=O)OCc2ccccc2)c(C#N)c(-c2ccccc2)c1C(=O)Nc1ccccc1	-64	-3	2	11	-2	9	-29	1	0.0	-43
Fc1ccccc1N1CCN(Cc2cccnc2)CC1	0	0	1	4	-4	0	-4	-1	-2.1	4
CCN1CC(=O)Nc2cc(S(=O)(=O)N3CCOCC3)ccc21	4	-4	-1	-9	-4	-4	4	6	2.6	2
C/C(CC(=O)Nc1cccc2c1CCCC2)=N\NC(=O)c1ccccc1N	-4	0	1	-4	-1	6	4	9	-1.6	-5
CCOC(=O)N1CCc2c(sc3c2c(=O)n(Cc2ccccc2)c(=O)n3Cc2ccccc2F)C1	-2	1	-8	6	2	4	4	3	-0.6	4
CCCCOCCCNC(=O)C[C@H]1C[C@@]2(C(=O)OC)C(=C[C@H](C(C)(C)C)O[C@@H]2C)N(Cc2cccc3ccccc23)C1=O	·	-4	2	1	5	9	2	·	·	-6
CCOc1ccc(S(=O)(=O)N2CCC(C(=O)NC3CCCCC3)CC2)cc1	5	-1	-4	7	-3	-3	2	3	-2.4	-4
CCOC(=O)[C@]12CCC=C1N(CCC1=CCCCC1)C(=O)[C@H](CC(=O)N1CCCCC1)C2	·	7	-3	4	-3	1	4	5	0.2	3
N/C(=N\c1nc2ccccc2o1)NC(=O)/C=C/c1ccccc1	-2	-2	2	8	3	3	-11	2	-1.9	1
Cc1ccc(/C=N/NC(=O)c2cccnc2)o1	-5	0	1	4	2	2	7	3	-3.1	4
CCCCCOC(=O)Nc1nnc(CCC)s1	1	0	0	4	4	-5	0	7	1.8	-3
